Compound activity deposited in PubChem BioAssay by several laboratories.
T cell HTS: modulators of CD8 T cell-vesicle binding, primary screen, mouse 2C CD8+ T cells, flow cytometry; 2C CD8+ T cell-vesicle binding; hits give low values; calls only at 7 µM; 0.068% of 330,000 active;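 active = response, share of CD8 T cells binding vesicles, and their 90th percentile fluorescence all below set limits, cut at about 80% in these data, passing the limit was not always enough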
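Benchmarks: naked versus QL9-loaded vesicles / Assay system: purified 2C TCR transgenic mouse naive CD8+ T cells / Technique: high-throughput flow cytometry with anti-B7-1 and anti-CD8 staining / Timing: Cell–vesicle co-incubation 1.5 h at 37 °C, staining 20 min on ice / Read-out: percent CD8+ FL2 mean versus row control / Probe or stimulus: QL9-loaded Drosophila micro-vesicles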
P. falciparum M1AAP: P. falciparum M1AAP inhibitors, biochemical, fluorogenic H-Leu-NHMec substrate, 1536-well (AID 1445) | Aminopeptidase N (Plasmodium falciparum (isolate 3D7)) | recombinant M1AAP, H-Leu-NHMec fluorogenic kinetic assay; higher % means a stronger effect | inhibition, % at 30 µM, or IC50 in µM where a hit was titrated | 0.42% of 220,000 active;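 active = primary inhibition above the hit cutoff, then over 50% inhibition at one or more dose response concentrations, cut at about 23% in these data, passing the limit was not always enough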;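 also: plate controls were DMSO full reaction for no effect and no enzyme background for full effect; strong numbers were not always called active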
PMI inhibition: human PMI inhibitors, high substrate, primary screen, biochemical, fluorescence intensity, high mannose 6-phosphate (AID 1220); Mannose-6-phosphate isomerase (Homo sapiens); recombinant PMI enzyme, coupled fluorescence intensity; higher % means a stronger effect; one-dose inhibition, % at 20 µM; IC50 in µM for titrated hits; 0.66% of 190,000 active
M17LAP inhibition: P. falciparum M17LAP inhibitors, primary screen, biochemical, fluorogenic H-Leu-NHMec substrate, 1536-well (AID 1619). Leucine aminopeptidase (Plasmodium falciparum (isolate 3D7)). recombinant M17LAP, H-Leu-NHMec fluorogenic kinetic assay; higher % means a stronger effect. one-dose inhibition, % at 30 µM; IC50 in µM for titrated hits. 0.38% of 220,000 active;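 active = compound inhibiting the enzyme by more than half at any dose during confirmatory dose-response retesting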;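 also: plate controls were full reaction with DMSO carrier for no effect and no enzyme background for full effect; strong numbers were not always called active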
West Nile virus CPE: West Nile virus antiviral activity, cell-based, CPE readout (AID 1621); West Nile virus-infected cells, CPE inhibition; higher % means a stronger effect; CPE inhibition, % at 10 µM; hits with a dose series show IC50 in µM; 0.02% of 290,000 active; in the data active = a potency from the dose series; also: strong numbers were not always called active
human PMI inhibition: inhibitors of human PMI, primary screen, biochemical, fluorescence intensity, coupled assay (AID 1209). purified PMI enzyme, coupled fluorescence intensity; higher % means a stronger effect. 0.42% of 190,000 active. inhibition, % at 20 µM; hits with a dose series show IC50 in µM;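 also: plate controls were DMSO vehicle for no effect and wells lacking substrate for full effect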
UTI89 phage lysis: inhibition of K1F phage lysis, E. coli UTI89, bacterial capsule biogenesis inhibitors, alamar blue (AID 488966). E. coli UTI89 K1F phage lysis, alamar blue, 2 h; higher % means a stronger effect. inhibition, % at 100 µM; hits with a dose series show IC50 in µM. 0.02% of 340,000 active;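 active = phage lysis inhibition, versus mean bacterial control, above a set limit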;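 also: capsule biogenesis inhibitors block K1F phage lysis so surviving cells raise fluorescence; higher fluorescence means more inhibition of phage lysis; actives were called in the ten point dose series up to 300 µM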
RSV CPE inhibition: RSV antiviral activity via CPE protection, HEp-2 cells, primary 10 µM value included (AID 2391); HEp-2 cells, RSV-induced CPE inhibition; higher % means a stronger effect; one-dose CPE inhibition, % at 10 µM; IC50 in µM for titrated hits; 0.13% of 310,000 active; in the data active = a potency from the dose series; also: strong numbers were not always called active
TNAP activation fold: human TNAP enzyme activators, primary screen, biochemical, luminescent, no phosphate acceptor, uHTS (AID 1001); Alkaline phosphatase, tissue-nonspecific isozyme (Homo sapiens); purified TNAP, luminescent activation assay, no phosphate acceptor; higher activation fold means a stronger effect; one-dose activation fold at 20 µM; EC50 in µM for titrated hits; 0.03% of 200,000 active; in the data active = activation fold from about 3, or a potency from the dose series; inactive = the rest, 99 in 100 with activation fold below about 1.6; also: many of its hits are not listed in these tables
T cell HTS vesicle-bound %: also measured in T cell HTS; calls as there; double positive events, %; measured here: CD8+ vesicle-bound cell fraction;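 binding gate set so that unloaded-vesicle control wells show 10% double positive cells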
Starred values were filed as active, the others as inactive; i = inactive; x = not tested or not shown; [ ] = remark or other dose. Rule as the data show it, unless noted: active = inhibition above about 50%; inactive = the rest.

SMILES	T cell HTS	T cell HTS vesicle-bound %	P. falciparum M1AAP	PMI inhibition	M17LAP inhibition	West Nile virus CPE	human PMI inhibition	UTI89 phage lysis	RSV CPE inhibition	TNAP activation fold
O=C(NNS(=O)(=O)c1ccccc1[N+](=O)[O-])c1cccc(Cl)c1	i	7.0	-0.5%	-19.1%	6.6%	0.2%	-12.2%	0.1%	1.6%	1
Cc1nn2c(C(F)(F)F)c3c(nc2c1-c1ccccc1)CCC3	i	58.6	5.7%	-0.9%	-6.9%	-0.1%	-1.6%	0.1%	3.9%	1
Cc1ccc(C(=O)Nc2ccc(C(=O)N/N=C/c3ccc(C)o3)cc2)cc1	i	29.2	x	x	x	-0.4%	x	-0.1%	3.1%	x
OC1=C(O)c2nc3ccccc3nc21	i	46.4	-5.8%	3.2%	-11.8%	-0.1%	4.3%	0.6%	2.5%	1.1
Cc1ccc(CCNC(=O)C2CCN(S(=O)(=O)N3CCOCC3)CC2)cc1	i	29.6	x	x	x	0.1%	x	0.4%	0.8%	x
Cc1cc(=O)n(C)c(=O)n1CCCCCCOc1cccc([N+](=O)[O-])c1	i	0.3	7.9%	2.7%	0.0%	-1.1%	8.3%	1.7%[50 µM]	2.1%	1.2
OCCC1CN(Cc2ccc(Oc3ncccn3)cc2)CCN1C1CCCC1 (stereo not drawn)	i	58.0	0.2%	2.2%	1.9%	-0.5%	8.4%	0.2%	-1.2%	1.1
O=C(O)CCCC(=O)Nc1nc(-c2ccc(F)cc2)cs1	i	26.5	-3.6%	-3.9%	12.3%	-0.1%	0.2%	-0.2%	1.2%	1.1
CCc1nnc(NC(=O)C(C)Sc2ccccc2)s1 (stereo not drawn)	i	27.8	-3.8%	3.4%	3.57µM*	0.0%	-2.6%	4.4%	0.7%	0.9
CCOC(=O)c1csc(-c2snnc2C)n1	i	26.1	-0.1%	x	8.8%	1.6%	x	0.2%	13.9%	x
CCOC(=O)c1ccc(COc2ccc(C(C)C)cc2)o1	i	55.6	-0.1%	13.2%	5.6%	-0.3%	20.0%	-0.1%	2.4%	1.1
CCN(CC)CCN(C(=O)c1ccc(S(=O)(=O)N(C)C2CCCCC2)cc1)c1nc2c(C)cccc2s1	i	67.1	x	x	x	-0.1%	x	0.1%	10.3%	x
COCC1CCCN(C(=O)c2cc(COc3cccc4cccnc34)on2)C1 (stereo not drawn)	i	6.7	x	x	x	1.0%	x	-0.2%	2.8%	x
Cc1cccc(C)c1OCc1cc(C(=O)NC2CCC2)no1	i	7.9	x	x	x	-0.5%	x	0.1%	-0.5%	x
COC(=O)c1cc2sccc2n1Cc1nc(-c2ccc(OC)cc2)oc1C	i	22.6	5.3%	5.3%	-9.6%	-0.7%	6.3%	5.6%	-0.7%	1
Cc1cc(C)c(NC(=O)CSc2ccc(-c3ccccn3)nn2)c(C)c1	i	5.0	x	x	x	-0.8%	x	1.8%[50 µM]	0.1%	x
O=c1c2ccccc2n2cnnc2n1-c1ccccc1	i	41.0	-3.5%	-1.3%	-9.0%	0.7%	-5.2%	0.3%	0.9%	1.2
O=C(CSc1oc(-c2ccc(F)cc2)nc1S(=O)(=O)c1ccccc1)NCC1CCCO1 (stereo not drawn)	i	13.6	1.0%	9.9%	-1.3%	-1.2%	-1.4%	0.8%	0.8%	1
C=CCOc1ccc(C2=NOC(C(=O)Nc3ccc4c(c3)OCCO4)C2)cc1OC (stereo not drawn)	i	44.6	x	x	x	-0.5%	x	0.1%	4.4%	x
O=C1[C@@H]2CSCN2C(=O)CN1Cc1cccc(C(F)(F)F)c1	i	68.1	x	x	x	-0.1%	x	0.1%	1.5%	x
O=C(Cc1cccc(F)c1)N1CCCC(CO)(Cc2ccc(F)cc2F)C1 (stereo not drawn)	i	55.8	x	x	x	-2.1%	x	-0.1%	2.2%	x
Cc1ccc(SCC(=O)n2nc(C)cc2C)cc1	i	30.3	-1.3%	4.2%	-4.6%	0.0%	14.9%	-1.6%	0.2%	1.1
CCn1c(=O)c([N+](=O)[O-])c(N2CCOCC2)c2ccccc21	i	35.1	2.2%	6.8%	11.0%	-0.3%	8.1%	0.7%	0.4%	1.1
O=C(C[n+]1cccc(CO)c1)Nc1nc2ccccc2s1	i	33.6	5.7%	5.2%	3.2%	0.7%	-3.4%	0.0%	3.4%	1.1
COc1ccc(CCC(=O)N(C)CC(=O)Nc2ccc(Cl)c(C(F)(F)F)c2)cc1	i	61.8	x	x	x	-0.6%	x	-2.1%[50 µM]	17.9%	x
CC(C)(C)NS(=O)(=O)c1ccc(OCC(=O)NCc2ccco2)cc1	i	42.8	5.3%	15.3%	13.5%	-0.4%	15.0%	0.5%	1.7%	1.1
CCCCN(CC)C(=O)c1cc2c(=O)[nH]c3ccc(C)cc3c2s1	i	17.8	x	x	x	-1.2%	x	0.0%[50 µM]	4.0%	x
CCOC(=O)c1ccc(CNC(=O)C2CCCCC2C(=O)OCC(F)(F)F)o1 (stereo not drawn)	i	18.0	-0.1%	8.6%	-0.9%	0.6%	3.2%	1.2%	0.4%	1
COc1cccc(NC(=S)/C(=C(\[O-])c2ccc(C)c([N+](=O)[O-])c2)[n+]2ccccc2)c1	i	36.8	3.9%	3.3%	6.0%	0.0%	3.2%	0.2%	0.5%	0.9
O=C1CCN1C1(C(=O)NC2CCCCC2)CCCC1	i	30.2	-1.4%	-8.9%	-5.5%	-0.4%	-8.3%	-3.5%	1.1%	1.1
COc1ccc(-c2csc(NC(=O)CSc3n[nH]c(N)n3)n2)cc1	i	20.6	3.7%	13.3%	0.5%	-0.4%	22.4%	0.1%	5.2%	0.7
C=C(C)C(=O)Nc1cccc(C2=NOC3(C2)C[C@@H](C(N)=O)N(C(=O)[C@H]2CCC(=O)N2)C3)c1 (stereo partly drawn)	i	34.0	-3.0%	x	-2.4%	0.1%	x	0.8%	3.5%	x
CC1CN(Cc2c(O)ccc3c2oc(=O)c2ccccc23)CC(C)O1 (stereo not drawn)	i	35.0	4.8%	x	0.4%	-0.3%	x	-0.6%[50 µM]	7.3%	x
COc1ccc(CCNC(=O)c2c(C)nc3ccccn23)cc1OC	i	36.2	x	8.7%	x	-0.5%	5.1%	2.2%	0.6%	1.1
CCOc1ccc(C(=O)NCC(=O)OCc2c(C)noc2C)cc1OCC	i	31.3	-2.8%	-2.8%	-5.2%	0.0%	-3.2%	-0.1%	3.3%	0.9
CC(C)(C)N(Cc1ccccc1)C(=O)CSc1nnc(CNc2ccc(F)cc2)o1	i	29.1	17.3%	2.5%	14.0%	0.4%	16.4%	8.7%	0.8%	1
COC(=O)c1sc(NC(=O)Cc2cccs2)nc1C	i	9.8	0.7%	10.1%	5.1%	x	13.2%	7.8%	-0.8%	1.1
COc1cc(S(=O)(=O)Nc2ccc(Br)cc2)ccc1N	i	54.1	0.7%	-1.1%	-3.5%	-1.2%	-9.4%	0.4%	11.9%	1
COc1ccc(C2=NN(C(=O)CN3CCCCC3)C(c3ccc(C)cc3)C2)cc1 (stereo not drawn)	i	47.2	8.6%	3.4%	5.7%	-0.8%	0.6%	0.6%	-2.6%	1.1
COC(=O)CCCC1=CC2=CC(=O)C(C)(OC(=O)c3cccs3)C(=O)C2=CN1Cc1ccccc1 (stereo not drawn)	i	35.2	-4.1%	x	13.6%	0.0%	x	0.9%	-0.4%	x

2 compounds picked at random from the list so far:
SMILES	T cell HTS	T cell HTS vesicle-bound %	P. falciparum M1AAP	PMI inhibition	M17LAP inhibition	West Nile virus CPE	human PMI inhibition	UTI89 phage lysis	RSV CPE inhibition	TNAP activation fold
COC(=O)c1sc(NC(=O)Cc2cccs2)nc1C	i	9.8	0.7%	10.1%	5.1%	x	13.2%	7.8%	-0.8%	1.1
COc1cc(S(=O)(=O)Nc2ccc(Br)cc2)ccc1N	i	54.1	0.7%	-1.1%	-3.5%	-1.2%	-9.4%	0.4%	11.9%	1

(continued)
SMILES	T cell HTS	T cell HTS vesicle-bound %	P. falciparum M1AAP	PMI inhibition	M17LAP inhibition	West Nile virus CPE	human PMI inhibition	UTI89 phage lysis	RSV CPE inhibition	TNAP activation fold
CCCCN1C(=O)c2ccc(C(=O)Nc3ccccc3N3CCOCC3)cc2C1=O	i	57.1	-5.5%	8.3%	0.2%	-0.2%	6.0%	0.0%	2.2%	1.1
CCCCC(=O)NC1(C(F)(F)F)C(=O)Nc2c1c(=O)[nH]c(=O)n2Cc1ccco1 (stereo not drawn)	i	33.2	1.9%	10.0%	-2.0%	0.1%	17.1%	0.2%	2.8%	1.1
O=C(C1CCC(C(=O)N2CCc3ccccc32)CC1)N1CCc2ccccc21 (stereo not drawn)	i	44.2	2.8%	5.3%	-4.3%	0.0%	3.2%	0.8%	0.4%	1.1
Cc1ccc(S(=O)(=O)CC(=O)c2ccccc2)cc1	i	58.3	6.8%	-8.6%	7.0%	x	-4.1%	1.1%	1.9%	1
O=C(Nc1ccc(S(=O)(=O)N2CCc3ccccc3C2)cc1)C1CCCO1 (stereo not drawn)	i	22.3	6.4%	8.1%	-10.3%	-0.7%	11.7%	0.5%	13.7%	1.1
COc1ccc2c(c1OC)C(=O)N1C2SC(C)(C)[C@H]1C(=O)NC(C)C (stereo partly drawn)	i	58.3	x	x	x	-0.4%	x	0.0%	1.1%	x
CCN(CC)CC(O)COc1ccc2c(c1)OCO2 (stereo not drawn)	i	39.8	-12.7%	-2.0%	-0.8%	0.9%	-0.6%	0.2%	2.6%	1.1
CCC(C)N1CC(=O)N2C(c3ccc(OC)cc3OC)c3[nH]c4ccccc4c3C[C@H]2C1=O (stereo partly drawn)	i	11.3	x	x	x	-1.2%	x	0.4%[50 µM]	1.9%	x
Cc1c([N+](=O)[O-])c(C(=O)Nc2ccc3c(c2)OCCO3)nn1C	i	11.9	10.2%	-9.2%	-1.2%	0.0%	-6.1%	0.8%	0.9%	1.1
O=C(Cn1c2ccccc2c(=O)c2ccccc21)Nc1cccc(F)c1	i	47.4	0.2%	-4.9%	-1.2%	-1.1%	4.9%	0.3%	1.5%	1.1
O=C(N/N=C/c1cccc(Oc2ccccc2)c1)c1cccc(O)c1	i	68.7	x	x	x	0.9%	x	0.6%	0.6%	x
CC(=O)N1CCN(c2cc3c(cc2F)c(=O)c(C(=O)O)cn3C2CC2)CC1	i	24.7	-0.2%	10.1%	1.8%	-0.2%	9.6%	1.0%	0.9%	1
C=CCn1c(CCNC(=O)c2cccs2)nnc1SCC(=O)c1ccc(Cl)cc1	i	20.0	3.8%	-4.4%	9.3%	-0.1%	2.7%	4.7%	0.1%	1.1
CCC(C)n1nccc1NC(=O)C(C)OC(=O)c1cc2ccccc2[nH]1 (stereo not drawn)	i	10.9	4.7%	8.3%	-3.5%	-1.0%	14.6%	-0.3%	3.4%	1
